Screening results (PubChem)
HTT ATP protect – Huntington cell model cytoprotection by ATP luminescence; PC12 HTT-Q103 induced, cytoprotection, ATP luminescence, 40 h; AID 1471; Potency, µM (highest dose often 56.4 µM), without a hit: cytoprotection (ATP increase), most hits filed as activators; 0.14% of 230,000 active;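 further: potency means the concentration at half of the fitted maximal effect; % of control where 0% means no effect; nearly all actives have a fitted effect of over 45% in size; toxic huntingtin expression switched on by the ecdysone agonist tebufenozide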
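Stable PC12 Q103-GFP cells in serum-supplemented, phenol red-free DMEM; induction by tebufenozide at 100 nM final; compound dose series; cell viability quantified luminescently from ATP.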
Lamin A splicing – LMNA splicing modulation; HeLa LMNA splicing GFP/RFP minigene ratio, 48 h; Potency, µM (top dose mostly 46.1 µM), for the others: at the top dose ratio change, negative = inhibition, most hits filed as inhibitors; 0.01% of 200,000 active; AID 1487; active means well fitted inhibition curve with a large enough effect in the signal ratio, with a control signal flat, not every such curve was filed as active; inconclusive means small, poorly fitted or top-dose-only effect, or effect the other way, or a change in a side signal; the % refers to the signal ratio; further: potency means the concentration at half of the fitted maximal effect; on the % scale 0 is the no-effect control and ±100 the full control effect
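S3 HeLa stable clones carrying a lamin A-EGFP splicing minigene plus DsRed2 were seeded at 600 cells/well in Opti-MEM with 2% FBS, pin-dosed and incubated 48 h at 37°C. Acumen cytometry (488 nm) gave the GFP/RFP total-intensity ratio.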
GAA inh – blocks human lysosomal alpha-glucosidase | P10253 | purified human GAA, 4-MU-alpha-glucoside fluorescence | Potency, µM (doses to about 76.9 µM), without a hit: at the top dose activity change, negative = inhibition, usual class: inhibitors | 0.005% of 200,000 active | AID 1466;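 further: potency means the concentration at half of the fitted maximal effect; plate controls were uninhibited enzyme wells for no effect and no-enzyme background for full effect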
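Human alpha-glucosidase, 4 nM, pre-mixed with test compounds before 400 uM 4-methylumbelliferyl substrate; 20 min room temperature at pH 5.0. Fluorescence read after pH 10 stop; AC50 values from Hill-equation fits.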
aGlu spleen mod – lysosomal alpha-glucosidase (human) modulation; P10253; human spleen homogenate, 4-MU-alpha-glucoside fluorescence; Potency, µM (highest dose often 79.9 µM), without a hit: at the highest dose activity change, negative = inhibition, usual class: inhibitors; 0.006% of 240,000 active;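 further: potency means the concentration at half of the fitted maximal effect; 0% = enzyme with vehicle and -100% = no enzyme basal signal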
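AC50 values come from Hill-equation fits of concentration-response data, normalized to no-enzyme and full-activity controls. Enzyme source: 1 ug human spleen homogenate; 1 mM fluorogenic 4-MU glucoside, pH 5.0 citrate buffer, 37 C, 40 min.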
GAA glycogen mod – alters human alpha-glucosidase cleavage of glycogen; recombinant GAA, glycogen substrate, Amplex Red glucose oxidase fluorescence; 0.38% of 300,000 active; Potency, µM (series often up to 76.4 µM), for the others: at the top dose activity change, negative = inhibition, actives largely listed as inhibitors; AID 2100; P10253;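 further: potency means the concentration at half of the fitted maximal effect; 0% = full enzyme reaction and -100% = no-enzyme basal signal; the screen sought inhibitors and activators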
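Recombinant human enzyme (4 nM); glycogen substrate; 37 C, 40 min, pH 5.0. Readout: coupled glucose oxidase/Amplex Red fluorescence.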
HttQ103 aggreg – inhibitors of mutant huntingtin aggregate formation in PC12 cells | PC12 HttQ103-GFP aggregates, Acumen cytometry, 40 h | Potency, µM (titrated, usually from 46.1 µM), for the others: at the top dose activity change, negative = inhibition, actives largely listed as inhibitors | 1.1% of 220,000 active | AID 1688; further: potency means the concentration at half of the fitted maximal effect; on the % scale 0 is the no-effect control and ±100 the full control effect; nearly all actives have a fitted effect of over 60% in size
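PC12 cells with ecdysone-inducible HTT exon1 Q103-GFP, induced by 100 nM tebufenozide, given compounds in a concentration series. GFP aggregates (1–25 um, 6 SD above background) counted in lysates by laser-scanning cytometry, 488 nm excitation.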
CBFb RUNX1 block – inhibitors of human CBF-beta and RUNX1 interaction; AlphaScreen CBFb-His/RUNX1-biotin binding, biochemical; Q01196+Q13951; 230,000 tested, under 10 active; Potency, µM (series often up to 59.8 µM), for the others: at the top dose activity, negative = inhibition, hits mostly inhibitors; further: % of control where 0% means no effect
Target sequence (Q01196 whole entry, looked up): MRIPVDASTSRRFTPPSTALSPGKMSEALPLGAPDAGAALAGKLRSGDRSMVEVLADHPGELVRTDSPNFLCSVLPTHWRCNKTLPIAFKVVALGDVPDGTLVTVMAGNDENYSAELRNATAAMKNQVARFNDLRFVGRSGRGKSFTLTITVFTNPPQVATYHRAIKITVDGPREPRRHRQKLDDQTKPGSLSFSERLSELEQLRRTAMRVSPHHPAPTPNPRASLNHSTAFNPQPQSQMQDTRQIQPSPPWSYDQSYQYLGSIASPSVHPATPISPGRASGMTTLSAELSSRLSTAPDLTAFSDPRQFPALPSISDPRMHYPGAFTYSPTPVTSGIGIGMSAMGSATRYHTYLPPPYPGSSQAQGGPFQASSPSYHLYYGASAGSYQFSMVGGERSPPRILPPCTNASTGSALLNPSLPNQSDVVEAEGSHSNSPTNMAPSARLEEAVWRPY
Target sequence (Q13951 whole entry, looked up): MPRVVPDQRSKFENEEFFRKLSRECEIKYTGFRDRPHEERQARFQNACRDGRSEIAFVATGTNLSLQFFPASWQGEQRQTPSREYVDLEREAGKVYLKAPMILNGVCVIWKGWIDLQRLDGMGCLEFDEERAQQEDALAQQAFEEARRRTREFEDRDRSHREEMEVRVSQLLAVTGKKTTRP
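Inhibition was taken as any reduction in AlphaScreen signal from the CBF-beta–RUNX1 pair (His and biotin tags, 30 nM each), measured after compound (15 min) and bead (90 min) incubations at room temperature.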
Starred values were filed as active, the others as inactive; ? = inconclusive; . = no result given; & = joins results of further samples; ! = not active in a repeat; [ ] = remark or other dose. Unless noted, the call rests on the fitted dose curve; in most records, active means well fitted curve in the direction sought with a large enough effect; inconclusive means small, poorly fitted or top-dose-only effect, or another doubt; inactive means no such curve, though single readings can be large; an effect the other way counts as inactive or inconclusive.

Compound	GAA glycogen mod	aGlu spleen mod	Lamin A splicing	HTT ATP protect	CBFb RUNX1 block	HttQ103 aggreg	GAA inh
CCC(=O)O[C@@]1(C(=O)SCF)[C@@H](C)C[C@H]2[C@@H]3C[C@@H](F)C4=CC(=O)C=C[C@@]4(C)[C@]3(F)[C@@H](O)C[C@]21C	.	6%[29.1 µM]	?	-5%[40.3 µM]	8%[21.7 µM]	6%[20.6 µM]	.
CC(=O)Nc1ccccc1	.	-8%&-11%	-6%	-51%&-25%[inhibitor]	7%	5%	.
Cc1cccc2c1NC(=O)/C2=C\C(=O)c1cccs1	?	-3%	?	-47%[inhibitor]	-3%	31%	1%
CNc1c2c(nn1C)CCCC2	?	2%	5%	5%&31%	12%	7%&0%	7%
COc1ccccc1OC[C@H](O)COC(N)=O	.	-5%[29.1 µM]	?	?	1%[21.7 µM]	10%[20.6 µM]	.
CC1CCC(C(C)C)C(=O)C1 (stereo not given)	.	-2%	?	-11%	.	-3%	.
CC1(C)OC2CC3C4CC(F)C5=CC(=O)C=C[C@@]5(C)[C@@]4(F)C(O)C[C@@]3(C)[C@]2(C(=O)CO)O1 (stereo not given in full)	.	-10%	.	-31%[inhibitor]	7%	.	.
Oc1cc2c(cc1O)[C@@H]1c3ccc(O)c(O)c3OC[C@]1(O)C2	.	1%	.	-120%[inhibitor]	?	.	.
Nc1c2ccccc2nc2ccccc12 (tested in a mixture with another compound)	.	?	.	-117%[inhibitor]	12%	.	.
Nc1c2c(nc3ccccc13)CCCC2O (stereo not given)	.	-5%&8%&-13%	?	27%	0%&3%	19%	.
CC1CC2C3CC(F)C4=CC(=O)C=C[C@@]4(C)[C@@]3(F)C(O)C[C@]2(C)[C@]1(O)C(=O)COC(=O)C(C)(C)C (stereo not given in full)	.	-11%	.	-75%[inhibitor]	15%	.	.
C/C=C(/C)C(=O)OC1c2c(ccc3ccc(=O)oc23)OC(C)(C)C1OC(=O)/C(C)=C\C (stereo not given)	-2%	-3%	.	39%[10 µM]	20%	23%[9.22 µM]	.
CN(C)CCOc1ccccc1Cc1ccccc1	2%	-18%	?	-21%	4%	-10%&-14%	3%[15.4 µM]
O=C(Nc1ccc(C(=O)O)c(O)c1)c1ccccc1	3%	-1%	.	-4%	7%	8%	-5%
COc1ccc(/C=C/C(=O)O)cc1	.	2%&-6%	?	-45%[inhibitor]	8%&8%	33%	.
Cc1[nH]c2ccccc2c1/C=N/NC(N)=S	?	-26%	.	25%[10 µM]	7%	-4%[9.22 µM]	.
O=c1cc(-c2ccc(O)cc2)oc2cc(O[C@@H]3O[C@H](CO)[C@@H](O)[C@H](O)[C@H]3O[C@@H]3OC[C@](O)(CO)[C@H]3O)cc(O)c12	-21%	-6%	?	.	-2%	-23%	7%[15.4 µM]
COc1ccc2nc(NC(=O)Nc3ccccc3)sc2c1	-4%	2%	?	-230%[inhibitor]	-2%	6%&-17%	-1%[15.4 µM]
NCCNC(=O)c1ccc(Cl)cn1	.	-2%	.	35%	9%	31%	.
CCCOC(=O)c1ccc(O)cc1	.	6%&9%	?	-39%&-1%&-47%[inhibitor]	-4%&2%[21.7 µM]	-9%	.
CCn1cc(C(=O)O)c(=O)c2cc(F)c(N3CCNCC3)nc21	.	8%	?	?	-1%	20%[20.6 µM]	.
COc1ccc(/C=N/NC(=O)c2ccncc2)cc1OC	-11%[76.3 µM]	.	.	-20%	.	-5%	.
Cc1cc(C)cc(OCC2CNC(=O)O2)c1 (stereo not given)	.	2%	?	12%	17%	-7%	.
CC[C@@]1(O)CC2CN(CCc3c([nH]c4ccccc34)[C@](C(=O)OC)(c3cc4c(cc3OC)N(C)C3[C@@](O)(C(=O)OC)C(OC(C)=O)[C@]5(CC)C=CCN6CC[C@@]43C65)C2)C1 (stereo not given in full)	.	-2%	.	-303%[inhibitor]	-14%	-39%	.

Single records, from the list above. Order of values: GAA glycogen mod	aGlu spleen mod	Lamin A splicing	HTT ATP protect	CBFb RUNX1 block	HttQ103 aggreg	GAA inh
CCn1cc(C(=O)O)c(=O)c2cc(F)c(N3CCNCC3)nc21 in the list: .	8%	?	?	-1%	20%[20.6 µM]	.
O=c1cc(-c2ccc(O)cc2)oc2cc(O[C@@H]3O[C@H](CO)[C@@H](O)[C@H](O)[C@H]3O[C@@H]3OC[C@](O)(CO)[C@H]3O)cc(O)c12 in the list: -21%	-6%	?	.	-2%	-23%	7%[15.4 µM]

Next results:
Compound	GAA glycogen mod	aGlu spleen mod	Lamin A splicing	HTT ATP protect	CBFb RUNX1 block	HttQ103 aggreg	GAA inh
COc1ccc(CN2CCN(C(c3ccc(F)cc3)c3ccc(F)cc3)CC2)c(OC)c1OC	.	.	?	-63%[inhibitor]	.	?	.
C[C@@H]1C[C@H]2[C@@H]3C[C@H](F)C4=CC(=O)C=C[C@]4(C)[C@@]3(F)[C@@H](O)C[C@]2(C)[C@@]1(O)C(=O)COC(=O)C(C)(C)C	3%	3%	-5%	.	11%	-12%	-2%[15.4 µM]
COc1cc([C@@H]2Oc3cc([C@H]4Oc5cc(O)cc(O)c5C(=O)[C@H]4O)ccc3O[C@H]2CO)ccc1O	.	8%	.	19%[1.9 µM]	1%[21.7 µM]	.	.
COc1ccc(/C=C\C(=O)Nc2ccccc2C(=O)O)cc1OC	.	-7%	.	-64%[inhibitor]	7%[21.7 µM]	.	.
COc1ccccc1OCCNCC(O)COc1cccc2[nH]c3ccccc3c12 (stereo not given)	1%&-7%	5%&1%&-3%&3%	?	-45%[inhibitor]	-12%&4%&-5%	12%	?
CC[C@]1(O)C[C@@H]2CN(CCc3c([nH]c4ccccc34)[C@@](C(=O)OC)(c3cc4c(cc3OC)N(C)[C@H]3[C@@](O)(C(=O)OC)[C@H](OC(C)=O)[C@]5(CC)C=CCN6CC[C@]43[C@@H]65)C2)C1	-24%	-15%	?	-88%[inhibitor][10 µM]	7%	?	8%[15.4 µM]
Cc1cccc(C)c1NC(=O)C1CCCCN1C (stereo not given)	2%	-4%&11%	?	-27%	2%&17%	-8%&6%	-1%[15.4 µM]
CCCCCCc1ccc(O)cc1O	.	-21%&2%	?	-24%&-13%	-24%	?	.
Cc1cccc(Nc2cc(Cl)nc(SCC(=O)O)n2)c1C	.	-3%&9%&3%&7%&14%	.	-5%[10 µM]	13%	19%	.
CCCCC(=O)O[C@]1(C(=O)CO)[C@H](C)C[C@H]2[C@@H]3CCC4=CC(=O)C=C[C@]4(C)[C@@]3(F)[C@@H](O)C[C@@]21C	.	-2%	.	-11%	4%	26%	.
CCCCNC(=O)[C@@H]1Cc2ccccc2N1C(=O)[C@H](N)CC	.	-3%	.	3%	34%[21.7 µM]	.	.
CCOC(=O)NNc1nncc2ccccc12	.	-1%	?	-58%[inhibitor]	7%	.	.
C/C=C(/C)C(=O)O[C@@H]1c2cc(OC)c(OC)c(OC)c2-c2c(cc3c(c2OC)OCO3)C[C@H](C)[C@]1(C)O	3%	-1%	.	1%[10 µM]	3%	-20%[9.22 µM]	.
COc1cc([C@H]2Oc3cc([C@H]4Oc5cc(O)cc(O)c5C(=O)[C@@H]4O)ccc3O[C@@H]2CO)ccc1O	-5%[76.3 µM]	-5%	?	10%	1%[21.7 µM]	15%	.
CC1c2cccc(O)c2C(O)=C2C(=O)[C@]3(O)C(O)=C(C(N)=O)C(=O)C(N(C)C)C3C(O)C21 (stereo not given in full)	.	-3%	.	1%	-15%	.	.
COc1ccc(-c2ccc3cc(C(=O)O)ccc3c2)cc1C12CC3CC(CC(C3)C1)C2	.	.	?	-71%[inhibitor]	.	-35%	.
C=C1c2cccc(O)c2C(O)=C2C(=O)[C@]3(O)C(O)=C(C(N)=O)C(=O)[C@@H](N(C)C)[C@@H]3[C@@H](O)[C@H]12	-25%	-2%	.	24%[10 µM]	.	7%[9.22 µM]	.
O=c1ccn([C@H]2C[C@H](O)[C@@H](CO)O2)c(=O)[nH]1	.	22%	.	-39%[inhibitor][1.9 µM]	17%[21.7 µM]	.	.
Cn1c(=O)c2c(ncn2CCO)n(C)c1=O	3%	-3%	?	2.5µM*!	-2%	4%	-16%[15.4 µM]
COC(c1ccccc1)(c1ccccc1)C(Oc1nc(C)cc(C)n1)C(=O)O (stereo not given)	.	.	5%	?	.	13%	.
O=C(O)CNC(=O)c1ccccc1	.	0%	?	?	?	17%	.
NC(N)=NC(=O)Cc1c(Cl)cccc1Cl	-10%	-14%	?	-80%[inhibitor]	14%	7%&-16%	-1%[15.4 µM]
CCCCOc1ccc(CC(=O)NO)cc1	-5%	5%	?	-122%[inhibitor]	7%	21%	-11%[15.4 µM]

By substructure: the entries above with fluorine (seven)
Compound	GAA glycogen mod	aGlu spleen mod	Lamin A splicing	HTT ATP protect	CBFb RUNX1 block	HttQ103 aggreg	GAA inh
CCC(=O)O[C@@]1(C(=O)SCF)[C@@H](C)C[C@H]2[C@@H]3C[C@@H](F)C4=CC(=O)C=C[C@@]4(C)[C@]3(F)[C@@H](O)C[C@]21C	.	6%[29.1 µM]	?	-5%[40.3 µM]	8%[21.7 µM]	6%[20.6 µM]	.
CC1(C)OC2CC3C4CC(F)C5=CC(=O)C=C[C@@]5(C)[C@@]4(F)C(O)C[C@@]3(C)[C@]2(C(=O)CO)O1 (stereo not given in full)	.	-10%	.	-31%[inhibitor]	7%	.	.
CC1CC2C3CC(F)C4=CC(=O)C=C[C@@]4(C)[C@@]3(F)C(O)C[C@]2(C)[C@]1(O)C(=O)COC(=O)C(C)(C)C (stereo not given in full)	.	-11%	.	-75%[inhibitor]	15%	.	.
CCn1cc(C(=O)O)c(=O)c2cc(F)c(N3CCNCC3)nc21	.	8%	?	?	-1%	20%[20.6 µM]	.
COc1ccc(CN2CCN(C(c3ccc(F)cc3)c3ccc(F)cc3)CC2)c(OC)c1OC	.	.	?	-63%[inhibitor]	.	?	.
C[C@@H]1C[C@H]2[C@@H]3C[C@H](F)C4=CC(=O)C=C[C@]4(C)[C@@]3(F)[C@@H](O)C[C@]2(C)[C@@]1(O)C(=O)COC(=O)C(C)(C)C	3%	3%	-5%	.	11%	-12%	-2%[15.4 µM]
CCCCC(=O)O[C@]1(C(=O)CO)[C@H](C)C[C@H]2[C@@H]3CCC4=CC(=O)C=C[C@]4(C)[C@@]3(F)[C@@H](O)C[C@@]21C	.	-2%	.	-11%	4%	26%	.

A portion of the library. The share of hits here may be higher or lower than overall.
